# Assay outcomes as filed in PubChem BioAssay.
# OX1R antag-1 = antagonists of human orexin 1 receptor | AID 434989 | hit rate 0.43% among 330,000 | CHO/OX1R cells, Fluo-8 calcium fluorescence, orexin A | inhibition, % at 5 µM | O43613;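 active means inhibition above its plate's threshold, mean inhibition of all tested compounds on the plate plus 3 SD, cut at about 37% in these data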;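 further: 0% = orexin A challenge wells and 100% = SB-334867-A antagonist wells; not every result past the cut was called active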
# Target sequence (O43613 whole entry, looked up): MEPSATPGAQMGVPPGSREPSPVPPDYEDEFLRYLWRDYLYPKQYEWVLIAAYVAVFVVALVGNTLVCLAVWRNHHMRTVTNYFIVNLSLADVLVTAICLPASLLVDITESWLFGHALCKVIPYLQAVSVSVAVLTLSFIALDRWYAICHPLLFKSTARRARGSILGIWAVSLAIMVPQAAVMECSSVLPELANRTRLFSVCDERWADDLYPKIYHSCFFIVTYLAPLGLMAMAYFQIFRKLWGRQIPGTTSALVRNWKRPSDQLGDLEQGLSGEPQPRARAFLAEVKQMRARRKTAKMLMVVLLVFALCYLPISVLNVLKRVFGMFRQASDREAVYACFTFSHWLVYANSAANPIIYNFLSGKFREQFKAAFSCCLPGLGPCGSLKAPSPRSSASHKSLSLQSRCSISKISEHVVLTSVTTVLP
# OX1R antag-2 = antagonists of human orexin 1 receptor (OX1R); O43613; AID 485270; OX1R-expressing cells, FRET antagonist read-out; hit rate 1.8% among 330,000; inhibition, % at 6.6 µM; in the data active means inhibition mostly above about 38%, no sharp cut-off; inactive means mostly below about 40%;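 further: 0% = agonist challenge alone and 100% = reference antagonist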
# Numbers without * were called inactive; & = joins results of further samples.
SMILES,OX1R antag-1,OX1R antag-2
COc1ccc(S(=O)(=O)Nc2c(C)nc3nc[nH]n3c2=O)cc1,-10,28
COc1ccc(-c2cncnc2-c2ccc(OC)cc2O)cc1,-21,-7
Cc1ccc(OCC(=O)N2N=C(c3ccc(Cl)cc3)CC2c2ccco2)c([N+](=O)[O-])n1 (stereo unspecified),-13,22
COC(=O)c1cccc(NCN2C(=O)c3ccccc3C2=O)c1,-25,21
Cc1ccccc1NC(=O)NNC(=O)c1ccc2ccccc2c1O,-20,2
O=C(C/C=N\OCc1ccc([N+](=O)[O-])cc1)Nc1ccc(F)cc1F,-20,-4
C/C(=N\N=C1/NC(=O)C(C)S1)c1ccc([N+](=O)[O-])cc1 (stereo unspecified),-26,54
Cc1noc(C)c1CSCC(=O)N(CCC(C)C)c1c(N)n(Cc2ccccc2)c(=O)[nH]c1=O,-37,31
Cc1ccc(NC(=O)C2CCCCC2)c(O)c1,-27,9
C=CCNc1nnc(SCC(=O)N2CCC(C(N)=O)CC2)s1,-16,14
CC(=O)c1cnc(-c2cccc(Cl)c2)s1,3,11
CCOC(=O)C1(Nc2nccs2)Sc2ccccc2NC1=O (stereo unspecified),-12,27
Cc1cc(C)nc(-n2nc(C)c(Br)c2Nc2ccc(Br)cc2)n1,-39,11
COc1ccc(NC(=O)CS(=O)CC(=O)Nc2ccc(-n3cnnn3)c(C)c2)cc1 (stereo unspecified),-7,13
N#C/C(=C\C1=C(N2CCOCC2)C(=C\c2ccc(Cl)cc2)/CC1)C(=O)Nc1ccccc1F,-4,2
CC(=O)N1CCN(S(=O)(=O)c2cccc(C(=O)Nc3ccc(C)cn3)c2)CC1,0,2
CC(C)C(=O)NCCc1nc2ccccc2n1CCCOc1ccc(Cl)cc1,-31,17
COC(=O)NC1CSCC1OC(=O)CN1C(=O)c2ccccc2C1=O (stereo unspecified),-1,4
CCc1cccc(C)c1NC(=S)N(CCN(C)C)Cc1cccs1,-22,5
COc1cc(C(=O)N2CCN(C)CC2)cc(OC)c1OC,-6,9
O=S(=O)(CCc1nc2ccccc2o1)c1ccc(Cl)c(Cl)c1,-30,11
Nc1ccc(C(=O)NCCCCCCNC(=O)c2ccc(N)cc2)cc1,-29,-7
C1COCCNCCOCCOCCN1,0,21
Cc1cccc2sc(N(CCCN3CCOCC3)C(=O)CS(=O)(=O)c3ccc(F)cc3)nc12,-26,0
Cc1cccc(-c2nnc(SCCC(=O)N3CCOCC3)o2)c1,-10,20
SMILES,OX1R antag-1,OX1R antag-2
Cc1cccc(NC(=O)/C(=C\c2ccco2)NC(=O)c2ccccc2)c1,-6,20
CCCOc1ccc(C2C3=C(Nc4nc(N)[nH]c(=O)c42)c2ccccc2C3=O)cc1 (stereo unspecified),-14,1
COc1ccc(C2c3ccc(O)cc3Oc3ncn4nc(-c5ccco5)nc4c32)cc1OC (stereo unspecified),-21,28
Cc1ccc(NC(=O)c2ccc(Nc3c([N+](=O)[O-])cc([N+](=O)[O-])cc3[N+](=O)[O-])cc2)cc1,-4,57
c1ccc2c(c1)CC1(CCCC1)N=C2N1CCOCC1,-15,3
Cc1cc(NC(=O)c2cc(C3CC3)on2)n(-c2ccccc2)n1,-12,2
C=CCC1CCCCC12NC(=O)NC2=O (stereo unspecified),0,0
CC(Oc1ccc2ccc(=O)oc2c1)C(=O)NC1CCN(Cc2ccccc2)CC1 (stereo unspecified),-16,12
CCC(CO)Oc1cc(NCc2ccccc2O)c2ncn(C(C)C)c2c1 (stereo unspecified),-20,-3
CCOC(=O)N1CCN(C(=O)c2ccc3c(c2)N(CC)CCS3)CC1,-45,7
CC(=O)Nc1ccc(-c2csc(NC(=O)Cc3ccccc3F)n2)cc1,-30,8
CN(c1ccc(OCC(=O)OCC(=O)Nc2ccccc2)cc1)S(=O)(=O)c1cccs1,-4,10
O=C(NCc1ccc2c(c1)OCO2)C1CCCN1C(=O)Nc1ccccc1 (stereo unspecified),-13,-4
COc1ccccc1NC(=O)c1cc(S(=O)(=O)N2CCCC2)cn1C,-3,6
COc1ccc(CN2CCNC(=O)C2CC(=O)N(C)Cc2nonc2C)c(F)c1 (stereo unspecified),-1,2
COc1ccc2nc(Nc3ccc4c(c3)OCO4)sc2c1,-17,42
N#C/C(=C\c1ccc(Cl)s1)C(=O)N1CCN(c2ccccc2)CC1,-26,15
Cc1cccc(C(=O)N/N=C/c2ccc3c(c2)OCO3)n1,-6,13
Cc1noc(C)c1C(=O)N1CCN(CCc2ccccc2)CC1,-11,-5
COc1ccc(-n2c(=O)c3ccccc3n(CC(=O)OCc3ccccc3)c2=O)cc1OC,-16,25
CC(=O)/C=C\c1ccc(OC(=O)c2cccnc2)cc1,13,3
CC(C)(C)C(=O)Cn1c(NCCO)nc2ccccc21,-13,8
COc1ccc(NC(=O)CCc2nc3ccccc3[nH]2)cc1,-16,5
CCOc1ccc(NC(=O)[C@@H](NC(=O)OCc2ccccc2)[C@@H](C)CC)cc1,-15,19
O=C(Nc1cccc(-c2cn3ccccc3n2)c1)C1CC1,-5,6
SMILES,OX1R antag-1,OX1R antag-2
CC(=O)c1c(C)[n+]([O-])c2ccc3c(non3O)c12,-5,21
CC1CC(C)(C)CC2(C1)NC(=O)N(CC(=O)NCCc1c[nH]c3ccccc13)C2=O (stereo unspecified),-13,1
COc1cc(NC(=O)CSc2nc3[nH]c(=O)cc(O)c3s2)cc(OC)c1OC,-9,-4
CCOCCCNC(=O)C(c1ccccc1)N(Cc1cccs1)C(=O)CNC(=O)c1ccccc1 (stereo unspecified),-13,11
COC(=O)c1sccc1NC(=O)C1CC=CCC1C(=O)O (stereo unspecified),-14,-26
NC(=O)C1c2ccccc2Oc2ccccc21,-9,-2
CC(C)CCNc1nc2ccccc2nc1NS(=O)(=O)c1cccs1,-13,31
O=C(CCS(=O)(=O)c1ccc(F)cc1)Nc1nc(-c2ccncc2)cs1,-3,15
COc1cc(C2C(C#N)=C(N)OC3=C2C(=O)CC(C)(C)C3)ccc1OC(=O)N1CCOCC1 (stereo unspecified),-4,24
O=C(CCN1C(=O)C2CC=CCC2C1=O)Nc1cc(C(F)(F)F)ccc1N1CCCC1 (stereo unspecified),-30,18
Cc1ccccc1NC(=O)Nc1ccccn1,-21,1
COc1ccc(OC)c(S(=O)(=O)NCC(=O)O)c1,-6,10
O=S(=O)(c1cccc(C(F)(F)F)c1)N(CCCN1CCOCC1)Cc1cccs1,-30&-31,12&14
Cc1cccc(C)c1OCCCCN1CCNCC1,-6,3
COCC(=O)N1CCC(Oc2ccc(C(=O)N3CCCCCC3)cc2)CC1,-14,10
Cc1cccc(N2CCN(Cc3nc(-c4ccc(F)cc4F)oc3C)CC2)n1,-29,6
COc1ccccc1NS(=O)(=O)c1ccc(NC(=O)c2nc3nc(C)cc(C(F)F)n3n2)cc1,4,2
CC(=O)Nc1ccc(Oc2ccc(S(=O)(=O)N3CCCC3)cn2)cc1,2,3
CN(C)Cc1c(C(=O)N/N=C/c2cccc3ccccc23)nnn1-c1nonc1N,-22,19
COc1ccc(-c2oc3ccccc3c(=O)c2OCC(=O)O)cc1,-13,28
Nc1cccnc1-n1nc(C(F)(F)F)cc1C(F)(F)F,-12,17
C/C(CC(=O)Nc1ccc2c(c1)OCCO2)=N\NC(=O)Cc1ccccc1,-11,6
CCC1(C)Cc2c(sc3nc(NC)n(C)c(=O)c23)CO1 (stereo unspecified),-9,2
Nc1cc(N)nc(SCC(=O)NNC(=O)Cc2ccccc2)n1,-8,7
COc1ccc2c(c1)[C@H]1[C@H](CO2)[C@H](c2ccccc2)[C@]2(C)C(=O)Nc3ccc(Br)cc3C(=O)N12,5,8
SMILES,OX1R antag-1,OX1R antag-2
COC(=O)c1ccc(CNC(=O)c2ccc3c(c2)NC(=O)CS3)cc1,-4,-5
O=C(CSc1nccn1-c1ccccc1)NO,4,7
COc1ccc(-n2c(SCC(=O)N(C)C3CCS(=O)(=O)C3)nc3ccc(O)cc3c2=O)cc1OC (stereo unspecified),-2,8
O=C(NCc1ccc2c(c1)OCO2)C(=O)NCC1OCCN1S(=O)(=O)c1ccc(Cl)cc1 (stereo unspecified),-30,8
CC(=O)NC1(c2cccc(F)c2)CCN(C(=O)Nc2ccc(C#N)cc2)CC1,-11,15
Cc1[nH]c2ccccc2c1C(=O)COC(=O)c1ccc([N+](=O)[O-])s1,17,25
O=C(O)CN1C(=O)NC2(CCc3ccccc32)C1=O (stereo unspecified),-4,6
N/C(=N\OC(=O)Cc1cccs1)c1ccc(Br)cc1,-8,5
CC(C)(C)c1nnc2sc(SC/C(O)=C(\C#N)c3nc4ccccc4[nH]3)nn2c1=O,-17,18
O=C(O)Cn1c(COc2ccc(Cl)cc2)nc2ccccc21,8,14
Cc1noc(C(=O)N2CCN(c3ccccc3)CC2)c1Cl,-4,12
Fc1cccc(NC(=S)NCc2ccc(Cl)cc2)c1,-3,18
O=C(NCCc1ccc(O)c(O)c1)C1COc2ccccc2O1 (stereo unspecified),5,9
OCC1(CCc2ccccc2)CCCN(CCCc2ccccc2)C1 (stereo unspecified),-27,13
CCOc1ccc(NC(=O)COC(=O)c2c(OC)cccc2OC)cc1,-18,0
CCC(C)Sc1nc2c(cnn2-c2ccccc2)c(=O)[nH]1 (stereo unspecified),-39,13
OC(CNCC1COc2ccccc2O1)COCc1cccs1 (stereo unspecified),-23,12
Cc1cc(C)n2[nH]c(=O)c(N=Nc3ccc(S(N)(=O)=O)cc3)c2n1,-13,88*
CC(=O)Nc1cccc(NC(=O)CS(=O)(=O)c2cn(CC(=O)N3CCOCC3)c3ccccc23)c1,-13,5
COc1ccc(Br)cc1/C=N/NC(=O)c1ccc2nc[nH]c2c1,3,41*
C=CC[n+]1c(-c2ccc(OC)c(OC)c2)csc1NNC(=O)Nc1ccccc1,-16,18
COc1ccc(NC(=O)C2CC(=O)NC3=C2C(=O)CC(C)(C)C3)cc1 (stereo unspecified),-17,12
Cc1ccc(-n2c(C)cc(/C=N/NC(N)=S)c2C)cc1,-15,12
Cc1ccccc1N(C(=O)c1snc(C(N)=O)c1N)C(C)C(=O)NC1CCCCC1 (stereo unspecified),-12,19
CCn1c(C)nc2cc(-c3nc4n(n3)Cc3ccccc3-4)ccc21,-12,88*
SMILES,OX1R antag-1,OX1R antag-2
COc1ccccc1NC(=O)c1ccc(CSc2ccccc2)o1,-10,13
C/C(=N/NC(=O)C1COc2ccccc2O1)c1ccc(Br)s1 (stereo unspecified),-8,2
CC(SCc1ccc(C(=O)O)o1)c1ccc(C(=O)O)o1 (stereo unspecified),-5,1
CC1(C)CC(=O)c2sc(NS(=O)(=O)c3ccc(Cl)cc3)nc2C1,20,17
CN(C)N1C(=O)/C(=C/c2ccco2)SC1=Nc1ccccc1,-19,16
c1ccc2c(c1)oc1c(NCCN3CCOCC3)ncnc12,-7,18
O=C(COC(=O)CNS(=O)(=O)c1ccc(Br)cc1Cl)NC1CC1,1,17
CC(=O)Nc1c2c(nn1-c1cccc(C)c1)CSC2,-16,6
O=C(O)COc1ccc(/C=N/NC(=O)c2cn(-c3ccccc3)nc2-c2ccccc2)cc1,-39,25
COc1ccnc2c1c(=O)n(Cc1ccc(Cl)cc1Cl)c(=O)n2C,-24,19
Cc1nn(C)c(C)c1S(=O)(=O)N(CC(=O)NCCCN1CCC(C)CC1)c1ccc(C(C)C)cc1,-26,8
O=C(Cc1cccc2ccccc12)NCC1CCCO1 (stereo unspecified),-7,3
Cc1ccc(N(CC(=O)NCc2ccccc2)C(=O)CCC(=O)Nc2ccccn2)c(C)c1,-24,5
O=c1oc2ccccc2c2c1ccc1ccccc12,-6,27
COc1ccc(NC(C)=O)cc1NC(=O)C1CCN(C(=O)Nc2ccccc2)CC1,-4,10
CC(C)(Cc1ccc(O)cc1)NC(=O)CC(=O)N/N=C/c1ccc(Cl)cc1,-11,11
COc1cccc(OCC(=O)Nc2c3c(nn2-c2ccc(F)cc2)CS(=O)(=O)C3)c1,-3,23
CN(C)Cc1c(C(=O)N/N=C/c2ccc(OCc3c(F)cccc3Cl)cc2)nnn1-c1nonc1N,-3,7
CC(C)C[C@H]1COCCS(=O)(=O)N1Cc1ccccc1F,-23,19
CCOc1ccc(Br)cc1S(=O)(=O)Nc1ccc(NC(=O)c2ccccc2F)cc1,1,-1
CCCn1c(NCCO)nc2ccccc21,0,2
Cc1ccc(NC(=O)COc2ccc3c(c2)OCO3)c(Cl)c1,-23,4
Cc1ccc(S(=O)(=O)NCC(=O)OCc2csc(-c3ccccc3)n2)cc1,-6,13
CN(C(=O)CSc1nccc(=O)[nH]1)C1CCCCC1,-18,5
O=C(/C=C\c1ccccc1)Nc1nccs1,-20,13
